# Source: PubChem (National Center for Advancing Translational Sciences (NCATS))
# CHX counter – Cycloheximide Counterscreen for Small Molecule Inhibitors of Shiga Toxin | cell reporter, cycloheximide protein synthesis inhibition counterscreen | max response, % | hit rate 12% among 300,000; in the data active = max response mostly above about 13%, no sharp cut-off; inactive = mostly below about 14%; also: read at 38.3 µM for the half of the compounds with a filed dose; 0% is about no effect
# Shiga inhibitor – A qHTS for Small Molecule Inhibitors of Shiga Toxin; Vero cells, Shiga toxin protein synthesis inhibition reporter; inhibition, % at 38.7 µM; hit rate 9.2% among 290,000; AID 2315, 2010; in the data active = inhibition mostly above about 28%, no sharp cut-off; inactive = mostly below about 43%; also: 0% is about no effect
# Sm TGR block – qHTS Assay for the Inhibitors of Schistosoma Mansoni Peroxiredoxins; Schistosoma mansoni thioredoxin glutathione reductase (TGR), Q962Y6; purified TGR, DTNB reduction, TNB absorbance 405 nm; Potency, µM (series often up to 114 µM), inactives show at the highest dose activity change, negative = inhibition, hits mostly inhibitors; hit rate 3% among 360,000; AID 485364, 2010; also: potency is read from the fitted curve at half-maximal effect; % is scaled to controls: 0 for no effect and ±100 for the full control effect; nearly all actives have a fitted effect of over 60% in size
#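 Kinetic colorimetric format: TGR-catalysed, NADPH-driven DTNB reduction monitored via TNB absorbance. Enzyme dispensed at 20 nM; compound exposure 15 min at room temperature before reaction start.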
# Pf growth 96h – Primary qHTS for delayed death inhibitors of the malarial parasite plastid, 96 hour incubation; P. falciparum luciferase reporter growth, 96 h; Potency, µM (series often up to 28.7 µM), for inactives: top-dose activity change, negative = inhibition, actives largely listed as inhibitors; hit rate 6.9% among 320,000; also: potency is read from the fitted curve at half-maximal effect; % is scaled to controls: 0 for no effect and ±100 for the full control effect
#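 P. falciparum expressing integrated firefly luciferase grown in erythrocytes (2% hematocrit, 0.05% parasitemia final) with compounds for 96 hours at 37 C, 5% CO2. Growth inhibition read as loss of luminescence after adding luciferase detection reagent.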
# FBPA Giardia inh – qHTS Assay for Inhibitors of Fructose-1,6-bisphosphate Aldolase from Giardia Lamblia | AID 2451, 2010 | Potency, µM (top dose mostly 59.6 µM), without a hit: top-dose activity, negative = inhibition, actives largely listed as inhibitors | purified Giardia FBPA | hit rate 0.71% among 290,000 | A8B2U2; also: potency is read from the fitted curve at half-maximal effect; % is scaled to controls: 0 for no effect and ±100 for the full control effect; nearly all actives have a fitted effect of over 55% in size
# Target sequence (A8B2U2 whole entry, looked up): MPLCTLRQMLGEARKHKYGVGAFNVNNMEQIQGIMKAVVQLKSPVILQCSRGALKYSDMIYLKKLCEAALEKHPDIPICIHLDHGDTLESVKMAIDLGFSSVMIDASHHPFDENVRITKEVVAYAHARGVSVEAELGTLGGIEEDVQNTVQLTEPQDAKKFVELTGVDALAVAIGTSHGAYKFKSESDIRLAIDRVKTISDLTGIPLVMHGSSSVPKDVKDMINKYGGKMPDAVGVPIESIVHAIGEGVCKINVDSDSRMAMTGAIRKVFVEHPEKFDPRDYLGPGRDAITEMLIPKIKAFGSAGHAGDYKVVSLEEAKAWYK
#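 40 nM FBPA preincubated 10 min at RT with compound (up to 57.5 uM final), then substrate plus GAPDH/TPI/NAD/arsenate coupling and diaphorase/resazurin added. Fluorescence read after 20 min at RT, 525/598 nm.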
# Pf growth 48h – Primary qHTS for delayed death inhibitors of the malarial parasite plastid, 48 hour incubation; P. falciparum luciferase growth in erythrocytes, 48 h; Potency, µM (series often up to 28.7 µM), inactives show top-dose activity change, negative = inhibition, hits mostly inhibitors; hit rate 5.9% among 310,000; AID 504832, 2011; also: potency is read from the fitted curve at half-maximal effect; % is scaled to controls: 0 for no effect and ±100 for the full control effect
#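 Growth was read as firefly luciferase luminescence after a 48 h, 37 C, 5% CO2 exposure of compounds to reporter-bearing P. falciparum cultures (0.1% parasitemia, 2% hematocrit final) in Albumax-supplemented RPMI 1640.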
# Active calls of the source: *; u = inconclusive; x = not tested or not shown; & = joins results of further samples; [ ] = dose if it differs, or a comment. Unless noted, calls follow the shape of the dose curve; as a rule, active = well fitted curve in the direction sought with a large enough effect; inconclusive = small, poorly fitted or top-dose-only effect, or another doubt; inactive = no such curve, though single readings can be large; an effect the other way counts as inactive or inconclusive.
molecule,CHX counter,Shiga inhibitor,Sm TGR block,Pf growth 96h,FBPA Giardia inh,Pf growth 48h
COc1ccccc1/C=C/C(=O)N1CCc2cc(OC)c(OC)cc2C1C (configuration not stated),-2.0,-15.3,-13.3%,u,-2.6%,-9.0%
O=C1NC(=S)N/C1=C/c1cccn1-c1ccc([N+](=O)[O-])cc1,-0.7,-8.5,-19.0%,-16.8%,-4.4%,-11.7%
COc1cc(OC)cc(-c2nnc(SCc3ccc(C(=O)O)cc3)o2)c1,-1.3,-3.0,5.6%,-6.3%,20.5%,-22.4%
COc1cc2cc(CCCOC(=O)CCCC(=O)O)oc(=O)c2cc1OC,x,x,0.0%,u,x,3.1%
COC(=O)c1ccncc1C(=O)Nc1ccc(F)cc1,0.9,-17.1,0.9%,62.6%[activator],6.4%,344.1%[activator]
ClC1=CCC2CN(CCN3CCCCC3)CC2C1 (configuration not stated),-0.6,21.2,u,6.0%,-22.4%,-4.1%
O=C(CNc1ccc(Br)cc1)c1ccccc1,18.4*,20.6,-0.3%,8.6%,-0.9%,u
O=C(COC(=O)c1ccc(Br)cc1)Nc1ccccc1Br,9.3,14.6,-13.3%,-2.4%,7.7%,-4.0%
Oc1ccccc1-c1csc(-c2ccccc2)n1,75.0*,158.5*,-5.3%,-9.7%,-2.5%,443.1%[activator]
S=C1NCCc2ccccc2C1c1ccccc1Cl (configuration not stated),-4.1,-4.6,3.0%,u,-8.8%,13.1µM*
CCOC(=O)c1csc(-c2ccc(OC)c(OC)c2)n1,30.0,16.5,5.6%,-38.9%,1.1%,u
O=C(Nc1ccc(S(=O)(=O)NC2=NCCCCC2)cc1)c1ccco1,9.7,-7.9,-4.9%,u,2.9%,u
CCCn1c(SCC(=O)Nc2cccc(C)n2)nnc1-c1ccco1,-4.4,-0.3,-22.2%,9.5%,-3.8%,u
CCOc1ccc(NC(=O)N(C2CCCC2)C2CCN(C(C)=O)CC2)cc1,5.0,-9.8,-1.5%,118.8%[activator],-20.5%,0.6%
COC(=O)c1ccc(OC(=O)c2cccnc2SC)cc1,-1.8,1.9,-1.0%,9.8%,-10.6%,13.2%

# Next part; it opens with the two that closed the last part.
molecule,CHX counter,Shiga inhibitor,Sm TGR block,Pf growth 96h,FBPA Giardia inh,Pf growth 48h
CCOc1ccc(NC(=O)N(C2CCCC2)C2CCN(C(C)=O)CC2)cc1,5.0,-9.8,-1.5%,118.8%[activator],-20.5%,0.6%
COC(=O)c1ccc(OC(=O)c2cccnc2SC)cc1,-1.8,1.9,-1.0%,9.8%,-10.6%,13.2%
CSc1ncccc1C(=O)OCc1ccccc1F,21.8*,66.5*,19.1%,1.5%,7.9%,u
CCc1ccc(S(=O)(=O)N(C(=O)c2ccncc2)c2ccc(OC(=O)c3ccncc3)cc2)cc1,-1.9,-12.1,-16.3%,u,-15.4%,2.2%
O=C(Nc1ccc(F)cc1)N1CCc2ccccc2C1,50.6*,91.1*,13.4%,32.2%[activator],-17.6%,84.0%[activator]
Oc1ccc2ccccc2c1N=Nc1ccccc1F,4.3,21.0,-24.5%,u,u,-20.8%
O=C(Cc1ccc(Cl)c(Cl)c1)OCC(=O)c1ccc[nH]1,3.1,16.8,5.4%,4.5%,-23.9%,7.4%
CC(=O)c1c(OC(=O)c2ccco2)c2ccccc2n1C,0.2,-9.7,-2.3%,-13.4%,-1.2%,11.9%
CCc1ccccc1NC(=O)C1COc2ccccc2O1 (configuration not stated),7.1,x,u,2.94µM*,11.3%,u
O=C(NC1CCSc2ccccc21)c1ccccc1Br (configuration not stated),24.5*,22.8*,0.0%,u,x,28.7%
Brc1ccc(/C=N/Nc2ccccn2)cc1,40.1*,181.8*,-0.4%,u,-18.5%,56.0%[activator]
Cc1ccc(C)c(CN2CCCN(Cc3cc(C)ccc3C)S2(=O)=O)c1,-0.8,-6.1,24.4%&13.3%,10.0%,7.5%,-6.0%
COCCCNc1nc2c(-c3cccc(C)c3)nnn2c2ccccc12,9.8,-5.1,6.3%,16.9%,2.8%,-1.4%
O=C(Cc1ccccc1Cl)NC1(O)C(=O)c2ccccc2C1=O,-1.8,11.0,-9.5%,10.1%,-17.8%,9.9%
Cc1ccsc1/C=N/NC(=O)c1ccc(Cn2cc(Br)cn2)o1,13.0,36.6,3.1%,u,1.8%,u
Cc1cc(C(=O)CN2C(=O)NC(c3ccccc3)(c3ccccc3)C2=O)c(C)n1Cc1ccco1,7.0,50.8,-17.4%,-22.0%,-9.8%,1.31µM*
CC1CC(C)CN(CC(=O)NC(c2ccccc2)c2ccccc2)C1 (configuration not stated),-2.1,28.7,0.0%,5.3%,u,11.7µM*

molecule,CHX counter,Shiga inhibitor,Sm TGR block,Pf growth 96h,FBPA Giardia inh,Pf growth 48h
Fc1ccc(N2CCN(C(=S)NCC3CCCO3)CC2)cc1 (configuration not stated),-0.6,19.6,x,-0.8%,3.5%,0.0%
O=C1c2cccc3cccc(c23)C(=O)N1CCN1CCN(CC(O)COCc2ccc(Cl)cc2)CC1 (configuration not stated),-0.4,-8.6,-1.8%,u,-16.0%,u
CC(C)Cn1c(N)c(C(=O)CCl)c(=O)n(C)c1=O,-2.6,-16.8,20µM*,u,-5.9%,-14.7%
CC(C)(C)C#CCn1c(/C=[N+](\[O-])C2CCCCC2)nc2ccccc21,-2.3,1.2,-21.4%,-2.8%,u,22.4%
COc1ccccc1N1CCN(C(=O)CSc2nc3ccccc3nc2N2CCC(C)CC2)CC1,5.4,5.8,-11.4%,17.7%,5.5%,u
COc1ccc(/C=N/Nc2ncnc3c2[nH]c2ccc(C)cc23)c(OC)c1OC,-0.6,15.1,5.4%,u,-3.5%,u
CCCCC(=O)N1CCCC(C(=O)OCC)C1 (configuration not stated),1.4,-3.0,-9.2%,x,4.1%,7.0%
O=C(Oc1cccc(NC2=NS(=O)(=O)c3ccccc32)c1)c1cccnc1,-2.8,-6.0,x,u,0.3%,-26.2%
Cc1ccc2nc(NC(=O)CSc3ncnc4c3oc3ccccc34)sc2c1,6.4,14.8,-3.0%,49.7%[activator],1.4%,45.2%[activator]
COc1ccc(NC(=O)C2CC(=O)n3c(nc4ccccc43)N2)cc1 (configuration not stated),-2.6,-1.2,9.0%,14.9%,3.8%,130.3%[activator]
COc1ccc([C@H]2CC(=O)C=C(c3cc(C=O)ccc3OC)C2)cc1OC,x,x,-32.8%,-1.6%,x,-14.2%
COc1ccc(OC)c(NC2c3ncccc3C(=O)N2Cc2ccco2)c1 (configuration not stated),-1.8,-11.4,-5.8%,-9.4%,-9.0%,-8.2%
Cc1ccc(C)c(S(=O)(=O)N2CCCC2CNC(=O)C(=O)NCc2ccccc2)c1 (configuration not stated),x,x,6.6%,u,x,u
O=C(NCC(O)c1ccccc1)c1cccc(S(=O)(=O)N2CCOCC2)c1 (configuration not stated),9.8,-6.4,4.1%,x,1.6%,10.7%
c1ccc(C2C3=C(CCCC3)Nc3ncnn32)cc1 (configuration not stated),2.9,-3.0,u,u,-4.8%,16.8%

# Look-ups from the entries so far.
# Under Sm TGR block, CC(C)Cn1c(N)c(C(=O)CCl)c(=O)n(C)c1=O is listed with 20µM*
# Under FBPA Giardia inh, COc1ccccc1N1CCN(C(=O)CSc2nc3ccccc3nc2N2CCC(C)CC2)CC1 is listed with 5.5%
# Under FBPA Giardia inh, O=C(NCC(O)c1ccccc1)c1cccc(S(=O)(=O)N2CCOCC2)c1 (configuration not stated) is listed with 1.6%

# Continued:
molecule,CHX counter,Shiga inhibitor,Sm TGR block,Pf growth 96h,FBPA Giardia inh,Pf growth 48h
Cc1cccc(CSC2=NCCN2C(=O)c2ccco2)c1,-6.5,-26.3,-1.9%,37.2%[activator],-0.6%,x
O=C(NCCc1ccncc1)Nc1ccccc1Cl,-0.9,-11.1,-0.3%,u,-1.1%,-1.4%
Cc1ccnc(Sc2nc3c(c(=O)[nH]c(=O)n3C)n2CCCc2ccccc2)n1,1.8,-20.2,-0.6%,x,-25.8%,-16.1%
Cc1cc(NC(=O)C(C)SCC(=O)OCC(=O)N(Cc2ccccc2)C(C)(C)C)no1 (configuration not stated),-4.0,-2.9,-9.3%,0.0%,x,17.9%
COc1cc2c(cc1OC)C(Nc1ccc(S(N)(=O)=O)cc1)=NC(C)(C)C2,-4.1,-6.9,-3.7%,26.0%,0.6%,-12.7%
CN1CCN(C(=S)Nc2ccc(Oc3ccccc3)cc2)CC1,9.7,14.0,-0.8%,u,1.3%,11.8%
COC(=O)c1cc(C(=O)N(Cc2ccccc2)c2ccccn2)cc([N+](=O)[O-])c1,-1.6,1.6,-1.3%,u,14.8%,-16.0%
COC(=O)COc1ccc(NC(=O)c2ccco2)cc1,15.9*,22.1,-5.1%,0.0%,-1.1%,6.9%
CCCCn1nnnc1NCc1cc(OC)c(OC)c(OC)c1,-1.5,-4.0,0.0%,2.0%,0.0%,u
CC(C)=C1SC(N2CCN(c3ccc(Cl)cc3)CC2)=NC1=O,0.5,8.4,u,-10.7%,-8.3%,0.7%
Cc1ccc2c(c1)c(C1=c3ccccc3=NC1=O)c(O)n2C,-0.9,-3.1,0.0%,0.0%,13.2%,23.7%
COCCCNC(=O)c1ccc(CS(=O)(=O)Cc2cccc(C)c2)o1,-5.7,-6.3,-19.6%,u,9.5%,5.4%
CC(=O)Nc1cc(NC(=O)CCCC(=O)O)ccc1Cl,-4.8,17.8,-16.5%,x,4.8%,15.3%
O=c1cc(N2CCOCC2)cnn1-c1ccccc1,39.8*,72.6*,1.5%,155.0%[activator],5.4%,118.3%[activator]
O=C(O)/C(=C\c1ccco1)NC(=O)c1ccccc1,3.9,-6.6,-4.0%,-1.9%,0.8%,12.5%

molecule,CHX counter,Shiga inhibitor,Sm TGR block,Pf growth 96h,FBPA Giardia inh,Pf growth 48h
O=C1NC(Cc2c[nH]c3ccccc23)C(=O)N1c1ccc(F)cc1 (configuration not stated),-1.6,-9.7,-20.3%,21.7%,-2.3%,x
CCC(Oc1ccccc1)C(=O)Nc1ccc(S(=O)(=O)NCC2CCCO2)cc1 (configuration not stated),-1.3,-0.9,2.8%,x,5.2%,-15.0%
O=C(NCCN1CCOCC1)C12CC3CC(C1)CC(c1ccccc1)(C3)C2,-1.5,-4.1,6.0%,34.9%[activator],-5.4%,2.9%
Cc1ccc(C(=O)Oc2coc(CSc3nnc(NC(=O)c4cccs4)s3)cc2=O)cc1,-1.1,7.2,1.8%,-23.8%,7.7%,37.8%[activator]
CC(=O)Nc1ccc(NC(=O)c2ccc(COc3ccccc3Br)o2)cc1,1.6,-3.0,0.0%,3.2%,-2.3%,0.7%
CCOc1ccc(C(=O)Nc2ccc(NC(=O)c3cccs3)cc2)cc1[N+](=O)[O-],1.1,-4.2,-2.0%,60.7%[activator],3.8%,25.6%

# Entries of single compounds, quoted from the list:
# Results for `CC(=O)Nc1ccc(NC(=O)c2ccc(COc3ccccc3Br)o2)cc1` → CHX counter = 1.6; Shiga inhibitor = -3.0; Sm TGR block = 0.0%; Pf growth 96h = 3.2%; FBPA Giardia inh = -2.3%; Pf growth 48h = 0.7%
# Results for `O=C1NC(Cc2c[nH]c3ccccc23)C(=O)N1c1ccc(F)cc1` (configuration not stated) → CHX counter = -1.6; Shiga inhibitor = -9.7; Sm TGR block = -20.3%; Pf growth 96h = 21.7%; FBPA Giardia inh = -2.3%; Pf growth 48h = x
# Results for `O=C(NCCN1CCOCC1)C12CC3CC(C1)CC(c1ccccc1)(C3)C2` → CHX counter = -1.5; Shiga inhibitor = -4.1; Sm TGR block = 6.0%; Pf growth 96h = 34.9%[activator]; FBPA Giardia inh = -5.4%; Pf growth 48h = 2.9%
